Source: PubChem BioAssay (NCI)
NCI-60 one-dose screen, 48 h, at 10 µM unless noted. Numbers give growth in % (100 = growth as untreated, 0 = no growth, -100 = all killed).
M14: M14 melanoma. 6.2% of 80,000 active. AID 1794745
CCRF-CEM: CCRF-CEM leukemia; 7% of 77,000 active; AID 1794778
MDA-MB-435: MDA-MB-435 melanoma. 7.8% of 82,000 active. AID 1794794
EKVX: EKVX NSCLC; 3% of 71,000 active; AID 1794765
A549/ATCC: A549/ATCC NSCLC; 3.7% of 81,000 active; AID 1794740
RPMI-8226: RPMI-8226 leukemia cells; 7.5% of 77,000 active; AID 1794781
HOP-92: HOP-92 NSCLC cells. 6.3% of 71,000 active. AID 1794738
HOP-62: HOP-62 NSCLC | 3.9% of 80,000 active
An asterisk follows results filed as active. How the source made its calls: active means growth percent below 10; inactive means the rest.

CC1CC(=O)c2ccccc2C1C (stereo not drawn) was read as M14 96, MDA-MB-435 105, EKVX 112, A549/ATCC 95, RPMI-8226 105, HOP-92 97 and HOP-62 94.
Cc1ccc(C(=O)Nc2ccc(-n3ccnc3)c(C(F)(F)F)c2)cc1C#Cc1cnc2cccnn12 was read as M14 1.0*, CCRF-CEM 23, MDA-MB-435 11, EKVX 28, A549/ATCC 29, RPMI-8226 -4.3*, HOP-92 -14* and HOP-62 -20*.
For COc1cc(-c2ccc[nH]2)[nH]c1/C=C1\N=C(C)C(C(=O)CCC(=O)Nc2ccc(-c3c4nc(c(-c5ccccc5)c5ccc([nH]5)c(-c5ccccc5)c5nc(c(-c6ccccc6)c6ccc3[nH]6)C=C5)C=C4)cc2)=C1C the results were M14 104, CCRF-CEM 101, MDA-MB-435 111, A549/ATCC 95, RPMI-8226 107, HOP-92 114 and HOP-62 98.
For Clc1ccc2c(NCCCN3CCOCC3)c3oc4ccc(Cl)cc4c3nc2c1 the results were M14 97, CCRF-CEM 49, MDA-MB-435 70, EKVX 65, A549/ATCC 54, RPMI-8226 68, HOP-92 44 and HOP-62 67.
Screening CC(C)Sc1nc(NCCc2c[nH]c3ccccc23)c(C#N)c(-c2ccc(F)cc2)n1 returned M14 47, CCRF-CEM 12, MDA-MB-435 59, EKVX 33, A549/ATCC 51, RPMI-8226 14, HOP-92 20 and HOP-62 52.
For Oc1c(CN2CCOCC2)cc(COCc2ccccc2)c2cccnc12 the results were M14 12, CCRF-CEM 12, MDA-MB-435 47, EKVX 92, A549/ATCC 27, RPMI-8226 29, HOP-92 62 and HOP-62 11.
CCN(CC)CCCC(C)Nc1c2ccc(C)cc2nc2ccc(OC)cc12 (stereo not drawn) was read as M14 -10*, CCRF-CEM 31, MDA-MB-435 10, EKVX 42, A549/ATCC 15, RPMI-8226 1.2*, HOP-92 41 and HOP-62 45.
C#CCOc1ccccc1C(OC(=O)c1ccc2ccccc2c1)C(=O)NC(C)(C)C(C)(C)C (stereo not drawn) was read as M14 97, CCRF-CEM 113, MDA-MB-435 99, EKVX 93, A549/ATCC 103, RPMI-8226 101, HOP-92 92 and HOP-62 97.
For CCOC(=O)C1=C(O)C(=O)N(Cc2ccccc2)C1 the results were M14 105, CCRF-CEM 103, MDA-MB-435 101, EKVX 98, A549/ATCC 100, RPMI-8226 110, HOP-92 117 and HOP-62 104.
`Cc1nnc2n1N=C(c1ccccc1)CS2` gave M14 102, CCRF-CEM 106, MDA-MB-435 105, EKVX 101, A549/ATCC 99, RPMI-8226 102, HOP-92 80 and HOP-62 117.
Screening Nc1ccc(Sc2ccc3c4c2cccc4c(=O)n2c4ccccc4nc32)cc1 returned M14 45, CCRF-CEM 45, MDA-MB-435 80, A549/ATCC 21, RPMI-8226 50, HOP-92 29 and HOP-62 51.
For NC(=O)c1ccccc1OCC(=O)Nc1ccc(Cl)c(Cl)c1 the results were M14 111, CCRF-CEM 92, MDA-MB-435 103, EKVX 92, A549/ATCC 114, RPMI-8226 66, HOP-92 89 and HOP-62 97.
For Clc1ccc(C2=Nn3c(N/N=C/c4ccc(OCc5ccccc5)cc4)nnc3SC2)cc1 the results were M14 105, CCRF-CEM 89, MDA-MB-435 94, EKVX 99, A549/ATCC 88, RPMI-8226 82, HOP-92 99 and HOP-62 106.
`C=C1N(C)c2ccc(Cl)cc2C1(C)C` gave M14 72, CCRF-CEM 42, MDA-MB-435 77, EKVX 25, A549/ATCC 44, RPMI-8226 -13*, HOP-92 48 and HOP-62 64.
O=S1(=O)N(Cc2ccccc2)[C@@H](Cc2ccccc2)[C@H](O)[C@H](O)[C@H](Cc2ccccc2)N1Cc1ccccc1 was read as M14 -2.4*, CCRF-CEM 7.7*, MDA-MB-435 -4.2*, EKVX -1.3*, A549/ATCC 6.1*, RPMI-8226 -7.2*, HOP-92 4.2* and HOP-62 18.
`CN1CCN(C(=O)[C@@]2(C)CC[C@]3(C)CC[C@]4(C)C(=CC(=O)[C@@H]5[C@@]6(C)CCCNC(C)(C)[C@@H]6CC[C@]54C)[C@@H]3C2)CC1` gave M14 101, CCRF-CEM 91, MDA-MB-435 98, EKVX 94, A549/ATCC 93, RPMI-8226 87, HOP-92 71 and HOP-62 98.
For O=C1/C(=C/c2ccccc2Br)COc2ccc(O)c(O)c21 the results were M14 32, CCRF-CEM 1.6*, MDA-MB-435 2.8*, EKVX 62, A549/ATCC 35, RPMI-8226 1.1*, HOP-92 37 and HOP-62 -5.9*.
Screening O=C1/C(=C\c2ccc[nH]2)c2ccccc2N1c1c(Cl)cccc1Cl returned M14 66, CCRF-CEM 91, MDA-MB-435 29, EKVX 74, A549/ATCC 74, RPMI-8226 79 and HOP-62 80.
Screening CNC(=O)c1cc(Oc2ccc3nc(NC(=O)c4cccc(C(F)(F)F)c4)sc3c2)ccn1 returned M14 97, CCRF-CEM 109, MDA-MB-435 95, EKVX 101, A549/ATCC 101, RPMI-8226 112, HOP-92 110 and HOP-62 117.
For CCCNC(=O)/C(=C/c1c[nH]c2ccccc12)NC(=O)/C=C/c1cccs1 the results were M14 104, CCRF-CEM 94, MDA-MB-435 112, EKVX 103, A549/ATCC 98, RPMI-8226 96, HOP-92 86 and HOP-62 96.
O=C(CNc1nc(-c2ccccc2)cs1)Nc1ccc([N+](=O)[O-])cc1 was read as M14 30, CCRF-CEM 14, MDA-MB-435 41, EKVX 9.5*, A549/ATCC 43, RPMI-8226 12, HOP-92 43 and HOP-62 33.
`NC(=O)Cc1ccc2ccccc2c1` gave M14 118, CCRF-CEM 111, EKVX 111, A549/ATCC 122, RPMI-8226 114, HOP-92 92 and HOP-62 95.
CCCCCCCCCCCCCCCCC(Oc1ccc(Cl)cc1Cl)C(=O)O (stereo not drawn) was read as M14 110, CCRF-CEM 103, MDA-MB-435 109, EKVX 95, A549/ATCC 95, RPMI-8226 106, HOP-92 86 and HOP-62 111.
OC(c1ccccc1)c1nn(CN2CCOCC2)c(=S)n1CCc1ccccc1 (stereo not drawn) was read as M14 100, CCRF-CEM 100, MDA-MB-435 108, EKVX 103, A549/ATCC 98, RPMI-8226 105, HOP-92 89 and HOP-62 103.
For CCCc1cc(=O)oc2c3c(c4c(c12)OC(C)(C)C=C4)OC(C)[C@H](C)[C@@H]3O (stereo partly drawn) the results were M14 94, CCRF-CEM 73, MDA-MB-435 100, EKVX 74, A549/ATCC 68, RPMI-8226 23, HOP-92 55 and HOP-62 81.
O=C(O)C1[S][Sb]([CH](C(=O)O)[CH](C(=O)O)[Sb]2[S]C(C(=O)O)C(C(=O)O)[S]2)[S]C1C(=O)O (stereo not drawn) was read as M14 75, CCRF-CEM 53, MDA-MB-435 116, EKVX 98, A549/ATCC 89, RPMI-8226 92, HOP-92 92 and HOP-62 123.
CC1=CC(=NC(=O)CBr)C=C/C1=N\S(=O)(=O)c1ccccc1 was read as M14 73, CCRF-CEM 12, MDA-MB-435 43, A549/ATCC 87, RPMI-8226 84, HOP-92 53 and HOP-62 75.
For C/C(Cc1ccccc1)=N\O the results were M14 105, CCRF-CEM -30*, MDA-MB-435 98, EKVX 116, A549/ATCC 103, RPMI-8226 83, HOP-92 84 and HOP-62 118.
For C#C[C@]1(O)CCC[C@H]2[C@@H]3CC[C@@H]4C[C@H](OC(C)=O)CC[C@]4(C)[C@H]3C(=O)C[C@@]21C the results were M14 111, CCRF-CEM 108, MDA-MB-435 111, EKVX 105, A549/ATCC 84, RPMI-8226 98 and HOP-62 97.
Screening CN(C)S(=O)(=O)n1cnc([C@H]2c3c(ncn3Cc3ccccc3)C[C@H]3COC(=O)[C@@H]32)c1 returned M14 109, CCRF-CEM 114, MDA-MB-435 118, EKVX 94, A549/ATCC 106, RPMI-8226 98, HOP-92 99 and HOP-62 112.

Taken from the entries so far (10 entries):
Screening CNC(=O)c1cc(Oc2ccc3nc(NC(=O)c4cccc(C(F)(F)F)c4)sc3c2)ccn1 returned M14 97, CCRF-CEM 109, MDA-MB-435 95, EKVX 101, A549/ATCC 101, RPMI-8226 112, HOP-92 110 and HOP-62 117.
For CCCNC(=O)/C(=C/c1c[nH]c2ccccc12)NC(=O)/C=C/c1cccs1 the results were M14 104, CCRF-CEM 94, MDA-MB-435 112, EKVX 103, A549/ATCC 98, RPMI-8226 96, HOP-92 86 and HOP-62 96.
O=C(CNc1nc(-c2ccccc2)cs1)Nc1ccc([N+](=O)[O-])cc1 was read as M14 30, CCRF-CEM 14, MDA-MB-435 41, EKVX 9.5*, A549/ATCC 43, RPMI-8226 12, HOP-92 43 and HOP-62 33.
`NC(=O)Cc1ccc2ccccc2c1` gave M14 118, CCRF-CEM 111, EKVX 111, A549/ATCC 122, RPMI-8226 114, HOP-92 92 and HOP-62 95.
CCCCCCCCCCCCCCCCC(Oc1ccc(Cl)cc1Cl)C(=O)O (stereo not drawn) was read as M14 110, CCRF-CEM 103, MDA-MB-435 109, EKVX 95, A549/ATCC 95, RPMI-8226 106, HOP-92 86 and HOP-62 111.
OC(c1ccccc1)c1nn(CN2CCOCC2)c(=S)n1CCc1ccccc1 (stereo not drawn) was read as M14 100, CCRF-CEM 100, MDA-MB-435 108, EKVX 103, A549/ATCC 98, RPMI-8226 105, HOP-92 89 and HOP-62 103.
For CCCc1cc(=O)oc2c3c(c4c(c12)OC(C)(C)C=C4)OC(C)[C@H](C)[C@@H]3O (stereo partly drawn) the results were M14 94, CCRF-CEM 73, MDA-MB-435 100, EKVX 74, A549/ATCC 68, RPMI-8226 23, HOP-92 55 and HOP-62 81.
O=C(O)C1[S][Sb]([CH](C(=O)O)[CH](C(=O)O)[Sb]2[S]C(C(=O)O)C(C(=O)O)[S]2)[S]C1C(=O)O (stereo not drawn) was read as M14 75, CCRF-CEM 53, MDA-MB-435 116, EKVX 98, A549/ATCC 89, RPMI-8226 92, HOP-92 92 and HOP-62 123.
CC1=CC(=NC(=O)CBr)C=C/C1=N\S(=O)(=O)c1ccccc1 was read as M14 73, CCRF-CEM 12, MDA-MB-435 43, A549/ATCC 87, RPMI-8226 84, HOP-92 53 and HOP-62 75.
For C/C(Cc1ccccc1)=N\O the results were M14 105, CCRF-CEM -30*, MDA-MB-435 98, EKVX 116, A549/ATCC 103, RPMI-8226 83, HOP-92 84 and HOP-62 118.

More compounds
For COC1CCC(N2C(=O)CNc3ncc(-c4ccc(C(C)(C)O)nc4)nc32)CC1 (stereo not drawn) the results were M14 2.0*, CCRF-CEM 11, MDA-MB-435 -28*, EKVX 11, A549/ATCC 2.7*, RPMI-8226 -2.2*, HOP-92 -12* and HOP-62 5.5*.
`COc1ccc(-c2nn(Cc3ccccc3)c3c2-c2oncc2CC3)cc1OC` gave M14 127, CCRF-CEM 98, MDA-MB-435 95, EKVX 67, A549/ATCC 97, RPMI-8226 98, HOP-92 49 and HOP-62 120.
`N#Cc1c(-c2ccccc2Cl)cc(-c2c[nH]c3ccccc23)[nH]c1=O` gave M14 64, CCRF-CEM 32, MDA-MB-435 24, EKVX 68, A549/ATCC 78, RPMI-8226 71, HOP-92 45 and HOP-62 67.
`CN(C)c1oc(C2OC2c2ccccc2)nc1C#N` (stereo not drawn) gave M14 104, CCRF-CEM 86, MDA-MB-435 101, EKVX 102, A549/ATCC 91, RPMI-8226 98, HOP-92 79 and HOP-62 76.
CCOC(=O)NNC(=O)c1ccc(-n2nc(-c3ccccc3)c3ccccc32)cc1 was read as M14 91, CCRF-CEM 89, MDA-MB-435 91, EKVX 93, A549/ATCC 71, RPMI-8226 68, HOP-92 93 and HOP-62 99.
Cc1cc(C)c(N2C(=O)CC(Nc3ccc(Cl)c(Cl)c3)C2=O)c(C)c1 (stereo not drawn) was read as M14 99, CCRF-CEM 107, MDA-MB-435 103, EKVX 90, A549/ATCC 103, RPMI-8226 87, HOP-92 79 and HOP-62 111.
